Screens from PubChem BioAssay.
Runt-SMMHC FRET: inhibitors of RUNX1 Runt–CBFb-SMMHC binding, primary screen, biochemical, FRET, Cerulean-Runt, Venus-CBFb-SMMHC, uHTS; Cerulean-Runt/Venus-CBFb-SMMHC FRET ratio 530/480, 1 h; inhibition, % at 20 µM; AID 1434, 2008; Runt-related transcription factor 1 (Homo sapiens) + Core-binding factor subunit beta …; actives 0.74% (n = 220,000);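 active = mean inhibition across duplicate retests at 20 µM reaching about 50%, limit read from the data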;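 also: 0% = DMSO wells and 100% = wells with excess untagged CBFb-SMMHC; inhibitors lower the FRET ratio by blocking Runt binding to CBFb-SMMHC; some results filed as inactive read as strong as hits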
Target sequence (Q01196 whole entry, looked up): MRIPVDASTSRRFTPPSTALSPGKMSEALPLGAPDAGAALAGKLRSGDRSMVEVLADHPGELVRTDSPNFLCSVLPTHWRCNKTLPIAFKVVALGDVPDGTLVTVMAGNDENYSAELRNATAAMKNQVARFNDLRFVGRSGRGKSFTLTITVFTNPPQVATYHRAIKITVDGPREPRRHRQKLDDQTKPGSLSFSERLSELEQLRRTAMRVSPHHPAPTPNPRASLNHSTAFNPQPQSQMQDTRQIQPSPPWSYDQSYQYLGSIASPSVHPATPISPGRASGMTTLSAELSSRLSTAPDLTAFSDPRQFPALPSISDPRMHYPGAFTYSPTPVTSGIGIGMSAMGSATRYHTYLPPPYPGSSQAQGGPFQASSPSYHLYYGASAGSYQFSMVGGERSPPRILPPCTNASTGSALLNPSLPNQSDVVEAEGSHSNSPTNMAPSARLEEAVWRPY
Target sequence (Q13951 whole entry, looked up): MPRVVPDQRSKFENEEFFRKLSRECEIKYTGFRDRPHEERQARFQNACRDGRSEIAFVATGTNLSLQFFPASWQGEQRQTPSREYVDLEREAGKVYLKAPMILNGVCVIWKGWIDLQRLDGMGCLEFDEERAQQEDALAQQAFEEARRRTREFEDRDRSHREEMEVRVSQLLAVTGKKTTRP
Wee1 degr inh: Wee1 degradation inhibitors, primary screen, cell-based, HeLa, Wee1K328M-luciferase, luminescence; Wee1-like protein kinase (Homo sapiens), P30291; HeLa Luc-Wee1K328M stability; 100% = proteasome inhibitor MG132 effect; reporter increase, % at 5 µM; actives 1.2% (n = 220,000); AID 1321, 2008;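 active = activation above the mean of all tested compounds plus 3 SD, set per screening run, cut at about 8.8% in these data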;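 also: cells exposed to compound for 20 h before luminescence read; 0% = DMSO alone and 100% = MG132 at 30 µM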
FXIa inh: human FXIa protease inhibitors, primary screen, biochemical, 1536-well | Coagulation factor XI (Homo sapiens), P03951 | purified FXIa, Boc-Glu-Ala-Arg-AMC fluorogenic substrate | inhibition, % at 5 µM | actives 0.14% (n = 220,000);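 active = inhibition of at least 40%; inactive = inhibition below 40%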;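 also: fluorescence of freed AMC excited at 355 nm; 0% = enzyme without compound and 100% = no enzyme blank; many of its hits are not listed in these tables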
hK5 inh: human KLK5 protease inhibitors, primary screen, biochemical, 1536-well; recombinant hK5, fluorogenic AMC substrate cleavage; inhibition, % at 5 µM; actives 0.59% (n = 210,000); AID 873, 2007;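 active = inhibition of 40% or more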;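 also: 0% = enzyme controls without compound and 100% = no-enzyme blanks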
Runt-CBFb FRET: inhibitors of RUNX1 Runt–CBFb binding, primary screen, biochemical, FRET, Cerulean-Runt, Venus-CBFb, uHTS; Runt-related transcription factor 1 (Homo sapiens) + Core-binding factor subunit beta …; Cerulean-Runt/Venus-CBFb FRET ratio 530/480, 1 h; inhibition, % at 20 µM; actives 0.46% (n = 220,000);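 active = inhibition over about 50% at 20 µM in the single-dose screen, limit read from the data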;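 also: 0% = DMSO wells and 100% = excess unlabeled CBFb competitor control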
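test system = Cerulean-tagged RUNX1 Runt domain (FRET donor) fusion protein | reagent = Venus-CBFb binding partner, 100 nM | incubation = protein complex preformed 1 h, compound exposure 1 h, room temperature, dark | detection = FRET fluorescence | read-out basis = loss of energy transfer signal | controls = 5 µM unlabeled CBFb as full-inhibition high control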
14-3-3 Bad inh: inhibitors of 14-3-3 zeta/Bad binding, primary screen, biochemical, TR-FRET, bovine 14-3-3 zeta; 14-3-3 protein zeta/delta (Bos taurus), P63103; TR-FRET 14-3-3zeta/Dy647-pBad peptide displacement, 1 h; inhibition, % at 21.7 µM; actives 0.71% (n = 220,000);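 active = inhibition above about 70%, limit read from the data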;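 also: 0% = full 14-3-3 plus peptide FRET controls and 100% = background without 14-3-3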
Target sequence (P63103 whole entry, looked up): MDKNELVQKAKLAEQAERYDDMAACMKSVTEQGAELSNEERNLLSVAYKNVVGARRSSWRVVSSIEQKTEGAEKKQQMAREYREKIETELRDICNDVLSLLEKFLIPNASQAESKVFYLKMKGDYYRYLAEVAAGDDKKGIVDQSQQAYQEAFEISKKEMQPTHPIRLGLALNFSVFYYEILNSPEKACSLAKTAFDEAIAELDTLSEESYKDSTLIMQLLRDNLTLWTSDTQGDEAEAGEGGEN
Thrombin inh: human alpha-thrombin inhibitors, primary screen, counter-screen for coagulation protease inhibitor project, biochemical, 1536-well, fluorogenic AMC substrate; Prothrombin (Homo sapiens), P00734; Boc-VPR-AMC fluorogenic substrate cleavage; inhibition, % at 5 µM; actives 0.26% (n = 220,000);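 active = inhibition at or above 40%; inactive = inhibition below 40%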;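 also: 0% = enzyme with no compound and 100% = wells without enzyme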
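Material: human alpha-thrombin enzyme / Medium: pH 7.5 Tris (50 mM) with NaCl 150 mM, Tween 20 0.05% / Compound: single-point dosing at 5 µM, 0.2% DMSO / Incubation: enzyme reaction carried out at room temperature / Detection: AMC fluorescence, 355/460 nm / Read-out basis: percent inhibition scaled between no-compound controls and no-enzyme blanks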
Hck Nef HTS: inhibitors of Nef-activated human Hck kinase, primary screen, biochemical, Z-Lyte FRET, 384-well, Hck-YEEI; Recombinant Hck-YEEI plus Nef, Z-Lyte FRET kinase assay; inhibition, % at 20 µM; actives 0.68% (n = 220,000); AID 463187, 2010;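 active = Hck-Nef kinase inhibition above about 50%, limit read from the data; inactive = inhibition below that limit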;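 also: 0% = DMSO with Hck plus Nef and 100% = Hck alone without Nef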
FXIIa inh: human FXIIa protease inhibitors, primary screen, biochemical, 1536-well | Coagulation factor XII (Homo sapiens), P00748 | actives 0.3% (n = 220,000) | inhibition, % at 5 µM | purified FXIIa, Boc-QGR-AMC fluorogenic substrate, 2 h; in the data active = inhibition above about 40%;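 also: 0% = enzyme with no compound and 100% = blank without enzyme; many of its hits are not listed in these tables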
* marks the source's active call; other numbers are inactive results; . = not tested or not shown; [ ] = dose if it differs, or a comment.

#	Structure	Runt-SMMHC FRET	Wee1 degr inh	FXIa inh	hK5 inh	Runt-CBFb FRET	14-3-3 Bad inh	Thrombin inh	Hck Nef HTS	FXIIa inh
1	CCOC(=O)C1=NN(c2cccc(Cl)c2)C2=NC(C)=C(C(=O)OC)C(c3cccs3)N12 (centres undefined)	2	-1	8	-5	1	-7	4	2	13
2	CCc1ccccc1NC(=S)NNC(=O)c1ccccc1Cl	0	5	-2	-18	-1	-22	5	3	2
3	O=C(COc1ccccc1)NNc1nc2c(F)cccc2s1	0	-2	-2	-12	4	-17	6	-4	1
4	COc1ccc(N(C(=O)/C=C/C(=O)Nc2cc(C)on2)C(C(=O)NC2CCCC2)c2ccccc2C)cc1 (centres undefined)	0	-1	20	-26	-3	13	-1	3	22
5	CCC(=O)c1ccc(OCC(=O)Nc2ccc3nc(C)sc3c2)cc1	1	0	3	5	1	5	2	32	12
6	COc1cccc(CNC(=O)C2CCN(S(=O)(=O)c3ccc4c(c3)CCC(=O)N4)CC2)c1	1	1	16	5	2	6	-5	3	22
7	CCO[C@H]1OC(C(=O)N2CCOCC2)=C[C@@H](c2ccc(C(F)(F)F)cc2)[C@@H]1CCCO	2	5	1	3	-4	-2	0	5	11
8	O=C(NCCc1nc2ccccc2[nH]1)/C(=C/c1ccc(F)cc1)NC(=O)c1ccco1	-2	-1	-8	-8	-2	1	-8	13	3
9	O=S(=O)(c1ccc(NC2CCCc3ccccc32)nc1)N1CCOCC1 (centres undefined)	1	0	0	-3	0	-6	-3	0	10
10	Cc1noc(C)c1COc1ccc(C(=O)OCC(=O)N2c3ccccc3NC(=O)C2(C)C)cc1	-2	1	-3	-19	0	8[fluorescence artefact?]	-5	2	8
11	Brc1ccc(-c2nnc(-c3ccc4c(c3)OCO4)o2)o1	-3	7	0	2	1	4	-2	1	8
12	O=S(=O)(/C=C/c1ccccc1)Nc1cccc(S(=O)(=O)NC2=NCCC2)c1	1	-1	17	14	0	-15	2	28	7
13	CCOC(=O)c1c(NC(=O)COC)sc(C(C)=O)c1C	-1	0	-6	3	1	-4	-3	6	-10
14	CCCCn1nc2cc(C(=O)N(CC)c3ccc(OC)cc3)ccc2c1OCC	5	1	-6	-20	-1	.	-3	0	3
15	Cc1ccc(NC(=S)N2CCOCC2)cc1	0	-2	18	6	4	9	-5	2	22
16	CC(C)C(=O)Nc1cccc(C(=O)Nc2ccccc2C(=O)O)c1	-1	-2	1	1	0	8[fluorescence artefact?]	3	1	15
17	CCOC(=O)c1sc2nc3n(c(=O)c2c1C)CCCCC3	0	0	-8	-19	-2	-12	-6	1	7
18	CC(=O)c1c(C)[nH]c(C(=O)CSc2nnc3ccccn23)c1C	4	6	9	-8	-2	-3	0	5	14
19	Cc1ccc2nc(-c3ccc(SCC(=O)Nc4ccc5c(c4)OCCO5)nc3)[nH]c2c1	-2	4	7	1	-3	2	1	3	11
20	CC(=O)NCCN=Cc1sc2ccccc2c1O	60*	0	-25	8	31	8	-3	2	7

Sorted by heavy-atom count (high to low): 3 of the compounds above
#	Structure	Runt-SMMHC FRET	Wee1 degr inh	FXIa inh	hK5 inh	Runt-CBFb FRET	14-3-3 Bad inh	Thrombin inh	Hck Nef HTS	FXIIa inh
6	COc1cccc(CNC(=O)C2CCN(S(=O)(=O)c3ccc4c(c3)CCC(=O)N4)CC2)c1	1	1	16	5	2	6	-5	3	22
14	CCCCn1nc2cc(C(=O)N(CC)c3ccc(OC)cc3)ccc2c1OCC	5	1	-6	-20	-1	.	-3	0	3
18	CC(=O)c1c(C)[nH]c(C(=O)CSc2nnc3ccccn23)c1C	4	6	9	-8	-2	-3	0	5	14

Following part
#	Structure	Runt-SMMHC FRET	Wee1 degr inh	FXIa inh	hK5 inh	Runt-CBFb FRET	14-3-3 Bad inh	Thrombin inh	Hck Nef HTS	FXIIa inh
21	CN1CCN(CCC(=O)Nc2ccc(OCc3ccccc3)cc2)CC1	-2	-3	2	-8	-2	-4[fluorescence artefact?]	-3	1	12
22	COc1ccc(C(=O)Nc2ccc(NC(=O)c3cccs3)cc2)cc1Cl	-5	-4	6	-5	2	24[fluorescence artefact?]	-2	8	4
23	Cc1ccc(S(=O)(=O)C2(C(=O)NCc3ccccc3Cl)CC2)cc1	1	4	10	9	2	8	20	5	23
24	O=C(CCSCCC(=O)N1CCCC1)N1CCCC1	5	0	2	-6	-1	-18[fluorescence artefact?]	-1	0	5
25	COc1ccc(/C=N/NC(=O)c2[nH]nc3c2CCc2ccccc2-3)cc1OC	-1	4	1	-16	-5	12	-2	4	11
26	COc1ccc(NS(=O)(=O)c2cccc(NC(=O)CCS(=O)(=O)c3ccccc3)c2)cc1	-2	-1	0	-4	2	0	-2	1	2
27	O=C(Nc1ccccc1)N1CCNCC1	-1	-2	7	-6	1	2	3	6	6
28	Cc1cc(NC(=O)c2cc(-c3ccc(O)cc3)on2)no1	-1	0	-1	1	4	1	-2	7	4
29	Cc1cc(OC(C)C)c2c(-c3ccccc3)cc(=O)oc2c1	-3	1	4	-11	-2	6[fluorescence artefact?]	3	-20	13
30	COc1ccc(CCNC2=NCCS2)cc1OC	-9	2	2	-1	-1	2	-1	7	5
31	CCC(Sc1ncnc2c1nnn2-c1ccc(F)cc1)C(=O)OC (centres undefined)	0	1	4	1	-4	-4[fluorescence artefact?]	2	11	18
32	CCC(CC)c1nnc(NC(=O)CS(=O)(=O)Cc2ccccc2)s1	.	-1	9	-7	.	13[fluorescence artefact?]	-1	5	14
33	CC1CCc2c(sc(NC(=O)c3ccccc3C(=O)O)c2C#N)C1 (centres undefined)	-7	0	-4	1	3	-1	-9	24	5
34	O=C(COc1ccc(Cl)cc1Cl)N(c1ccccn1)C1CCCCC1	-1	-1	-3	-9	-4	-7	-6	1	6
35	CC(C)CC(NC(N)=O)C(=O)NCc1ccc(Cl)cc1 (centres undefined)	2	3	0	15	0	-11	-3	1	13
36	Cc1cccc(-n2cnc(C(=O)N/N=C/c3ccccc3)c2)n1	1	0	-10	10	0	14	4	-14	18
37	CCOc1ccc(NC(=O)CC2C(=O)N(c3ccc(OC)cc3)C(=S)N2Cc2ccccn2)cc1 (centres undefined)	5	-3	-3	-5	-1	-14	-11	3	3
38	C/C(=N\NC(=O)c1cccc([N+](=O)[O-])c1)c1ccncc1	-5	-1	-4	-13	-1	-3	3	16	0
39	COCCn1c(C)cc(C(=O)COC(=O)CCN2C(=O)c3ccccc3C2=O)c1C	1	-4	-4	-3	0	-12	-6	0	-10
40	CCCCn1c(=O)[nH]c2nc3cc(N)ccc3nc2c1=O	-402	-3	-3	-3	-307	-11[fluorescence artefact?]	-7	-6	-4

2 compounds picked at random from the list so far:
#	Structure	Runt-SMMHC FRET	Wee1 degr inh	FXIa inh	hK5 inh	Runt-CBFb FRET	14-3-3 Bad inh	Thrombin inh	Hck Nef HTS	FXIIa inh
13	CCOC(=O)c1c(NC(=O)COC)sc(C(C)=O)c1C	-1	0	-6	3	1	-4	-3	6	-10
1	CCOC(=O)C1=NN(c2cccc(Cl)c2)C2=NC(C)=C(C(=O)OC)C(c3cccs3)N12 (centres undefined)	2	-1	8	-5	1	-7	4	2	13

(listing goes on)
#	Structure	Runt-SMMHC FRET	Wee1 degr inh	FXIa inh	hK5 inh	Runt-CBFb FRET	14-3-3 Bad inh	Thrombin inh	Hck Nef HTS	FXIIa inh
41	CCOc1cc(NC(=S)NCCCN2CCOCC2)c(OCC)cc1NC(=O)c1cccc(F)c1	-4	2	-2	-2	0	-13	6	22	5
42	Cc1ccc(S(=O)(=O)N2CCOCC2)cc1C(=O)N(C)CCOc1ccc(Cl)cc1	2	12*	1	-3	-2	3	-6	0	-1
43	OCc1cc(CO)c(O)c(CCc2ccccc2)n1	-1	3	0	-26	3	68	-4	1	8
44	c1ccc(-c2nnc(N3CCOCC3)nc2-c2ccccc2)cc1	2	-2	0	-7	-2	4	2	-2	23
45	O=S(=O)(c1ccc(NC(=S)N/N=C/c2c3ccccc3cc3ccccc23)cc1)N1CCOCC1	1	-1	3	.	9	-18	1	4	11
46	O=C1CCCc2c1cc(C(=O)Nc1ccc(Cl)cn1)c(=O)n2-c1ccccc1	-2	-1	-1	-5	-7	1	0	10	11
47	CCN(CC)c1nc(C#N)nc(N(CC)CC)n1	1	-4	3	-6	3	1	4	-1	5
48	O=C1c2ccccc2C(Nc2cccc(C(F)(F)F)c2)N1Cc1ccco1 (centres undefined)	4	-5	-11	-23	6	-11	-3	0	7
49	O=C(COC(=O)c1cn(-c2ccccc2)nc1-c1ccc(F)cc1)Nc1ncc(Cl)cc1Cl	-1	-4	6	-8	-4	-3	-6	2	7
50	CCCC(c1nnnn1CCc1ccccc1)N1CCC(C(N)=O)CC1 (centres undefined)	3	2	11	10	-2	-5	9	6	26
51	CN(C1CCCCC1)S(=O)(=O)c1ccc(S(=O)(=O)N2CCN(C(=O)c3ccccc3F)CC2)cc1	0	-1	0	-21	-3	9	-3	1	7
52	CCOC(=O)N1CCN(C(=O)CS(=O)(=O)c2cn(Cc3ccc(Cl)cc3)c3ccccc23)CC1	1	-2	2	0	-3	7	-4	3	13
53	CCOC(=O)Cc1nnc(Nc2cccc(O)c2)c2ccccc12	-1	2	-29	12	-1	4	-4	8	1

Just hK5 inh, for 3 of the compounds above:
| nr | mol | hK5 inh |
| --- | --- | --- |
| 42 | Cc1ccc(S(=O)(=O)N2CCOCC2)cc1C(=O)N(C)CCOc1ccc(Cl)cc1 | -3 |
| 43 | OCc1cc(CO)c(O)c(CCc2ccccc2)n1 | -26 |
| 44 | c1ccc(-c2nnc(N3CCOCC3)nc2-c2ccccc2)cc1 | -7 |

Shown as a hit in Wee1 degr inh, of those listed so far:
no.	Molecule	Runt-SMMHC FRET	Wee1 degr inh	FXIa inh	hK5 inh	Runt-CBFb FRET	14-3-3 Bad inh	Hck Nef HTS	FXIIa inh
42	Cc1ccc(S(=O)(=O)N2CCOCC2)cc1C(=O)N(C)CCOc1ccc(Cl)cc1	2	12*	1	-3	-2	3	0	-1
